DT40 TDP1 no CPT: qHTS for Inhibitors of human tyrosyl-DNA phosphodiesterase 1 (TDP1): qHTS in cells in absence of CPT; 15% of 420,000 active; Potency, µM (highest dose often 46.2 µM), for inactives: at the highest dose activity change, negative = growth inhibition, hits mostly inhibitors; DT40 Tdp1-/- hTDP1 cells, no CPT, ATP luminescence, 48 h; note: nearly all actives have a fitted effect of over 55% in size
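Luminescent ATP content (CellTiter-Glo) served as the growth readout. Knockout chicken DT40 cells expressing human TDP1 were exposed to compounds without camptothecin for a minimum 48 hr at 37 °C.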
TDP1 inh: inhibitors of human tyrosyl-DNA phosphodiesterase TDP1; 0.28% of 350,000 active; recombinant TDP1, AlphaScreen DNA substrate cleavage; AID 485290; Potency, µM (top dose mostly 130 µM), for inactives: at the top dose activity change, negative = inhibition, most hits filed as inhibitors; Q9NUW8; note: nearly all actives have a fitted effect of over 40% in size
Target sequence (Q9NUW8 whole entry, looked up): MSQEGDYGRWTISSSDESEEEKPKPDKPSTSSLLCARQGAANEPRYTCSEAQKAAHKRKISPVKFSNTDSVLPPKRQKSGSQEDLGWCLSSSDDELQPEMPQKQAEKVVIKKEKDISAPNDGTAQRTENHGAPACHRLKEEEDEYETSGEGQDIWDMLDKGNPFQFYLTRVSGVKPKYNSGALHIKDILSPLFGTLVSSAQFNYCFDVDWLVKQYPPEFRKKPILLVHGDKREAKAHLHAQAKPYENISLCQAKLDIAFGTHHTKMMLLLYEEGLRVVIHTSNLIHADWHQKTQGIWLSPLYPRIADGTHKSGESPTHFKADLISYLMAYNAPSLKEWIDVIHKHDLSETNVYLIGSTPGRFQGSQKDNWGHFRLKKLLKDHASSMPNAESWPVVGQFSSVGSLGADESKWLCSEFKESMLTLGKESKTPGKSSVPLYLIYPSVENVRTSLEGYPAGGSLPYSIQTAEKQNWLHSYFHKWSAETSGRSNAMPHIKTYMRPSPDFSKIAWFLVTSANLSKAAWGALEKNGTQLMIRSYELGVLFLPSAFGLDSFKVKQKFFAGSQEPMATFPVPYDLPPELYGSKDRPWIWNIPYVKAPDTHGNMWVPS
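Enzyme-compound mixtures sat 15 min at room temperature, followed by a 5 min reaction with 15 nM final substrate and 10 min with AlphaScreen beads. Recombinant human Tdp1 was used at 1 nM final.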
KAT2A inh: blocks human GCN5L2 histone acetyltransferase; Potency, µM (top dose mostly 58.9 µM), inactives show top-dose activity change, negative = inhibition, actives largely listed as inhibitors; AID 504327; 0.21% of 390,000 active; Q92830; GCN5L2 HAT assay, ThioGlo1 CoA-SH fluorescence
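Enzyme at 20nM final was mixed with library compounds for 15 min at room temperature. Peptide H3(1-25) at 75uM, acetyl-CoA at 70uM and ThioGlo1 at 50uM were then added. Plates were read immediately and after 20 min (Ex340nm/Em540nm).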
Active calls of the source: *; ? = inconclusive; . = not tested or not shown; & = joins results of further samples; [ ] = dose if it differs, or a comment. Calls come from the whole dose curve; as a rule, active = well fitted curve in the direction sought with a large enough effect; inconclusive = small, poorly fitted or top-dose-only effect, or another doubt; inactive = no such curve, though single readings can be large; an effect the other way counts as inactive or inconclusive. % is set by controls: 0 for no effect and ±100 for the full control effect; potency is the fitted concentration of half-maximal effect.

Value order: DT40 TDP1 no CPT | TDP1 inh | KAT2A inh
- CC(C)C[C@H](NC(=O)c1nc[nH]c1C(=O)N1CCc2ccccc2C1)C(=O)OCc1ccccc1
 : ? | 9% | ?
- CCCNC(=O)Cn1cnc2sc(C(=O)N3CCN(Cc4ccc5c(c4)OCO5)CC3)c(C)c2c1=O
 : -20% | 1% | -4%
- O=C(COC(=O)c1cccnc1Cl)NC12CC3CC(CC(C3)C1)C2
 : -12% | -1% | 0%
- CC1(C)CC(=O)C=C(c2cccc3c2sc2ccccc23)C1
 : ? | -1% | -19%
- O=C(c1cc2ccccc2o1)N1CCN=C1SCc1cccnc1
 : -26% | 0% | -5%
- O=C(CC1CCCC1)N1CCCC(Nc2cccc(F)c2)C1 (stereo unspecified)
 : ? | 2% | -2%
- CCCCOCCCNC(=O)N[C@H](C(=O)OC)C(C)C
 : 3% | 1% | 2%
- O=C(Cc1cccs1)N1CCCC(c2nc3c(nnn3Cc3cccc(Cl)c3)c(=O)[nH]2)C1 (stereo unspecified)
 : -25% | 2% | -5%
- CC(C)=CCc1c(O)c(CC=C(C)C)c2occ(-c3ccc(O)cc3)c(=O)c2c1O
 : ? | . | -7%
- CN(C)S(=O)(=O)c1ccc(Cl)c(NC(=O)COc2ccccc2[N+](=O)[O-])c1
 : 3.3µM* | 3% | -4%
- Cc1ccc(S(=O)(=O)N2CCC(C(=O)N/N=C/c3ccncc3)CC2)cc1
 : -24% | 1% | -12%
- CC(C)CNC(=O)c1ccc(Cl)c(N)c1
 : . | 4% | -1%
- COc1ccc(N2CCN(S(=O)(=O)c3cnc[nH]3)CC2)cc1
 : -15% | 7% | -1%
- CCCOc1ccc(C2/C(=C(/O)c3ccc(F)cc3)C(=O)C(=O)N2CCCN(C)C)cc1 (stereo unspecified)
 : -2% | -3% | -5%
- CSc1ccccc1NC(=O)COc1ccccc1C
 : -2% | . | -11%
- O=C(Nc1ccc2c(c1)nc1n2CCOC1)c1ccccc1
 : -7% | -1% | 2%
- O=C(CNC(=O)c1ccccc1F)N/N=C/c1cn[nH]c1-c1ccccc1
 : -11% | 0% | 0%
- CCCCCn1c2c(c(=N)c3ccccc31)CCC2
 : 1.5µM* | 1% | -17%
- Cc1c(Br)c(C(=O)N2CCc3ccccc32)nn1C
 : ? | -8% | -1%
- O=C(CC1SCCNC1=O)Nc1ccc(Cl)c(Cl)c1 (stereo unspecified)
 : 6% | 2% | 9%
- COc1ccc(N/N=C2/CCCCC2=O)cc1
 : -3% | 7% | .
- Cc1ccccc1-n1nc2c(c1NC(=O)C(C)C)CS(=O)(=O)C2
 : -7% | . | 4%
- COC(=O)Nc1ccc(S(=O)(=O)N(C)C)cc1
 : -13% | 0% | .
- O=C(Cc1ccccc1Cl)Nc1ccc(S(=O)(=O)N2CCOCC2)cc1
 : 0% | 0% | -2%
- O=C1c2ccccc2C(=O)C1C1=Nc2ccccc2NC(c2ccccc2)C1 (stereo unspecified)
 : . | 7% | 0%
- CCOC(=O)c1c(C(F)(F)F)cc(-c2ccc(F)cc2)nc1C
 : -39% | -1% | -1%
- CC(C)COc1ccc(C/C(N)=N/n2cnnc2)cc1
 : 5.8µM* | -5% | -6%
- CN(CC(=O)O/N=C(\N)c1ccc([N+](=O)[O-])cc1)S(=O)(=O)c1ccc2ccccc2c1
 : -10% | 5% | -9%[0.501 µM]
- CC1(N(O)C=C2C=CC(=O)C=C2)CCCCC1=O (stereo unspecified)
 : 32%[activator] | -8% | -13%
- Cc1cc(C(=O)N2CCCC(C(=O)c3ccc4ccccc4c3)C2)n(C)n1 (stereo unspecified)
 : 21µM* | 0% | -3%

Filtered by structure, those above containing an NH in an aromatic ring (4)
Value order: DT40 TDP1 no CPT | TDP1 inh | KAT2A inh
- CC(C)C[C@H](NC(=O)c1nc[nH]c1C(=O)N1CCc2ccccc2C1)C(=O)OCc1ccccc1
 : ? | 9% | ?
- O=C(Cc1cccs1)N1CCCC(c2nc3c(nnn3Cc3cccc(Cl)c3)c(=O)[nH]2)C1 (stereo unspecified)
 : -25% | 2% | -5%
- COc1ccc(N2CCN(S(=O)(=O)c3cnc[nH]3)CC2)cc1
 : -15% | 7% | -1%
- O=C(CNC(=O)c1ccccc1F)N/N=C/c1cn[nH]c1-c1ccccc1
 : -11% | 0% | 0%

Continuation:
Value order: DT40 TDP1 no CPT | TDP1 inh | KAT2A inh
- COc1cc(CN(C2CCCCC2)S(=O)(=O)c2ccc(S(=O)(=O)N(C)C3CCCCC3)cc2)cc(OC)c1OC
 : ? | -2% | -7%
- CN(C(=O)CCc1nnc(CCCCc2ccccc2)o1)C1CCOCC1
 : -22% | 3% | -24%
- CCC(C)N(C(=O)c1csnn1)C(C(=O)NCc1ccc(F)cc1)c1ccco1 (stereo unspecified)
 : 1% | 4% | -5%
- CCN(CC)CCNC(=O)c1cc2c(-c3cccc(OC)c3)nn(C)c2s1
 : ? | 0% | -15%&-14%
- Cc1cccc(C(=O)N[C@H](C(=O)Nc2cc(S(=O)(=O)N3CCCCC3)ccc2C)C(C)C)c1
 : ? | -8% | 19%
- CC(OC(=O)c1cc2ccccc2[nH]1)C(=O)N(C)c1ccccc1 (stereo unspecified)
 : -21% | 2% | -4%
- COc1cccc2c1OC[C@@H](CO)[C@H]2N(C)C(=O)Nc1ccc(Cl)cc1Cl
 : 10µM* | 2% | -1%
- CC(CNS(=O)(=O)c1ccccc1)(c1ccccc1)N1CCOCC1 (stereo unspecified)
 : -14% | 5% | -3%
- Cc1cc(=S)cc(C)n1CCO
 : 3% | 6% | -4%
- CC(NC(=O)Cn1c(-c2cccs2)cc2cc(F)ccc21)c1ccccc1 (stereo unspecified)
 : ? | -6% | -6%
- COc1ccccc1/C=C/CN1CC(C)OC(C)C1 (stereo unspecified)
 : -20% | -4% | -28%
- Cc1ccc(-c2noc(C3CCCN(C(=O)c4ccccc4Br)C3)n2)cc1 (stereo unspecified)
 : 21µM* | . | -12%
- c1ccc2c(c1)CC1(CCCC1)N=C2N1CCOCC1
 : 12% | 0% | 4%
- Fc1cccc(CSc2nnc3ccc(-c4ccncc4)nn23)c1
 : 0% | 0% | -1%
- Nn1c(Cc2ccccc2F)nnc1SCC(=O)Nc1cccc(S(=O)(=O)NC2=NCCCCC2)c1
 : -20% | -2% | 1%
- COc1ccc(/C=C2\CCC(C3CCCC3)C2=O)c(OC)c1OC (stereo unspecified)
 : 18µM* | . | 3%
- CCOC(=O)c1ccc2c(c1)N(CC(=O)N1CCCCC1)C(=O)C(C)(C)O2
 : -4% | 0% | 3%
- COc1ccc(S(=O)(=O)N2CCC(NC(=O)c3cccnc3)CC2)cc1
 : 5% | . | 2%
- [2H]C([2H])(CCOS(N)(=O)=O)c1ccccc1
 : -14% | . | 2%
- COc1ccc(OC)c(/C=C/C(=O)N2CCN(S(=O)(=O)c3cc(C)ccc3C)CC2)c1
 : ? | -3% | -18%
- CC(/C=N/NC(=O)Cn1cnc2c1c(=O)n(C)c(=O)n2C)=C\c1ccccc1
 : ? | 0% | -2%
- CC(C)(C)NC(=O)C(=O)NNC(=O)c1cccc(F)c1
 : -60% | 5% | -3%
- COCCn1c(SCc2nc3scc(-c4ccc(Cl)cc4)c3c(=O)[nH]2)nnc1-c1cccc(C)c1
 : ? | 3% | -10%
- Cc1cc(NC(=O)c2ccc(Cl)cc2)ccc1NC(=O)c1ccccc1Cl
 : -23% | 5% | 3%
- O=C(NCc1ccco1)C1CCN(C(=O)c2cc3sccc3n2Cc2ccc(Cl)cc2)CC1
 : ? | 7% | -6%[0.501 µM]
- Cc1ccc(CNC(=O)CCC2CCCN(C(=O)c3ccc4c(c3)OCO4)C2)o1 (stereo unspecified)
 : ? | 5% | 0%
- Nc1nc(CN2CCN(c3ccccc3F)CC2)nc(Nc2ccc3c(c2)OCCO3)n1
 : ? | 5% | 2%
- CCOC(=O)c1c(NC(=O)C(C)Sc2cn(CCNC(=O)c3ccc(OC)c(OC)c3)c3ccccc23)sc2c1CCC2 (stereo unspecified)
 : ? | 2% | -8%
- Cc1ccccc1-n1nnnc1SCC(=O)c1c(N)n(C)c(=O)n(C)c1=O
 : ? | 6% | 0%
- O=C(CSc1ccc2c(c1)OCCO2)NC(=O)NC1CCCC1
 : -27% | 2% | -5%
- Cc1ccc(-n2nc(CO)c(C(=O)NCCCCc3ccccc3)n2)cc1C
 : -18% | 5% | -10%
- CN(CC(=O)Nc1cccc(F)c1)C(=O)c1ccc(COc2ccccc2)cc1
 : ? | . | -12%
- CCOc1ccc(C(O)(c2ccccc2OC)C(CN2CCCC2)c2ccccc2)cc1 (stereo unspecified)
 : 8.2µM* | 5% | ?
- CCC(=NCc1ccco1)c1c(C(F)(F)F)[nH]n(-c2nc3ccccc3s2)c1=O
 : -11% | 4% | -7%
- CCOc1c(C(N)=O)c(-c2ccccc2)c2c(=O)[nH]c3ccccc3n12
 : ? | 7% | -1%
- O=C(CSc1ncccc1C(=O)Oc1ccccc1Cl)Nc1ccc(C(F)(F)F)cc1Cl
 : 23µM* | 3% | -2%
- COc1c(Cl)cc(Cl)cc1CNCCNCC(C)O (stereo unspecified)
 : -8% | -4% | 3%
- O=C(c1ccco1)[C@@H]1[C@@H]2C(=O)N(c3ccccc3)C(=O)[C@@H]2C2c3ccccc3C=CN21 (stereo partly specified)
 : -14% | 8% | 2%
- Cn1nccc1C(=O)Nc1ccc(Cl)cc1
 : -6% | -1% | -16%
- Cc1ccc(NC(=O)CN(C)C(=O)c2ccc(Cl)c([N+](=O)[O-])c2)cc1
 : ? | 6% | -1%
- O=C(Cn1nc(-c2ccccc2)ccc1=O)NCc1ccc(F)cc1Cl
 : -29% | 3% | -3%
- CCN(CC)CCCNC(=O)c1cc(-c2ccccc2)c(N2CCCCC2)s1
 : 15µM* | . | 3%
- OC(CNc1nc(-c2cccnc2)nc2ccccc12)c1ccccc1 (stereo unspecified)
 : 23µM* | 5% | -4%
- COc1ccc(NC(=O)CSc2n[nH]c(-c3ccccc3)n2)cc1Cl
 : ? | 3% | -16%
- Cc1ccnc2c(N3C(=O)C4C5C=CC(C5)C4(C)C3=O)cccc12 (stereo unspecified)
 : 1% | 5% | -22%
- Cc1ccc(-c2cnc(-c3ccccc3C(=O)O)o2)cc1
 : -7% | -2% | -4%
- O=C(Cc1cccs1)N[C@@H]1c2ccccc2CC[C@H]1OCc1ccccc1
 : ? | -4%[56.1 µM] | -2%
- O=C(Cn1cnc2sc(-c3ccccc3)cc2c1=O)NCCc1ccccc1
 : ? | 1% | -5%[0.501 µM]
- O=C(COC(=O)COc1ccccc1)NCc1ccccc1
 : -3% | -6% | -5%
- O=C1CSC(c2ccc(Cl)cc2)N1C1CCCCC1 (stereo unspecified)
 : -23% | -1% | .
- CN(C)c1ncc2nc(-c3cccc(C#N)c3)c(=O)n(C)c2n1
 : 26% | . | -5%
- COc1ccc(N(CC(=O)NCC2CCCO2)C(=O)CCC(=O)Nc2cc(C)on2)cc1OC (stereo unspecified)
 : 1% | 3%[0.0935 µM] | 0%
- Cc1nn(C(C)C(=O)NCC2CCCO2)c(=O)c2cc3occc3n12 (stereo unspecified)
 : 7% | -7% | .
- O=C(c1ccc(-n2cccn2)cc1)N1CCc2c([nH]c3ccccc23)C1c1ccccn1 (stereo unspecified)
 : ? | 3% | 2%
- CCc1ccc(S(=O)(=O)Nc2c(C)n(C)n(-c3ccccc3)c2=O)cc1
 : 8% | . | -6%
- CCCSc1ccc([C@@H]2[C@H]3C(=O)N(CC)C(=O)[C@H]3[C@]3(C(=O)OC)CCCN23)cc1
 : ? | 1% | -28%
- c1ccc(N2OCC3Cn4c(nc5ccccc54)C32)cc1 (stereo unspecified)
 : -18% | 2% | 24%
- Cc1ccc(NC(=O)CCNS(=O)(=O)c2ccc3c(c2)oc(=O)n3C)cc1
 : -6% | -2% | -1%
- O=[N+]([O-])c1cc(-c2nc(-c3ccccc3)no2)ccc1NC1CCCCC1
 : -6% | 9% | -7%
- COc1ccc(S(=O)(=O)c2cn(C)c3cc(N4CCOCC4)c(F)cc3c2=O)cc1
 : ? | -2% | 3%

Record cards (already shown). Order of values: DT40 TDP1 no CPT	TDP1 inh	KAT2A inh
CN(C)c1ncc2nc(-c3cccc(C#N)c3)c(=O)n(C)c2n1 across the screens: 26%	.	-5%
CN(CC(=O)Nc1cccc(F)c1)C(=O)c1ccc(COc2ccccc2)cc1 across the screens: ?	.	-12%
CCOc1ccc(C(O)(c2ccccc2OC)C(CN2CCCC2)c2ccccc2)cc1 (stereo unspecified) across the screens: 8.2µM*	5%	?

(more compounds)
Value order: DT40 TDP1 no CPT | TDP1 inh | KAT2A inh
- CCOC(=O)c1c(NC(=O)c2ccc(S(=O)(=O)N3CCC(C)CC3)cc2)sc2c1CCN(CC)C2
 : 21µM* | 10% | -8%
- CN(CCc1ccccn1)C(=O)Nc1cccc(Cl)c1
 : -1% | -5% | -16%
- COc1ccccc1CNC(=O)COCc1cc(-c2cccs2)on1
 : ? | 6% | -2%
- O=C(CCCC(=O)Nc1cccc(Br)c1)N/N=C/c1cc([N+](=O)[O-])ccc1O
 : 5.2µM* | 1% | -8%

Some of the compounds tested; count on the stated rates, not on these rows.
